# High-throughput results (PubChem BioAssay)
# ALOX12 inh – inhibitors of human 12S-lipoxygenase ALOX12. Potency, µM (highest dose often 108 µM), for inactives: at the top dose activity change, negative = inhibition, hits mostly inhibitors. AID 1671190. 1.1% of 580,000 active. purified 12hLO, xylenol orange hydroperoxide absorbance; also: potency is read from the fitted curve at half-maximal effect; % is scaled to controls: 0 for no effect and ±100 for the full control effect
#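 Purified human 12hLO at 150 nM in 25 mM Hepes, 0.01% Triton X-100, pH 7.0, preincubated 15 min at room temperature with compound. Reaction started with 40 uM arachidonic acid, 30 min at room temperature. Hydroperoxide measured by Fe-xylenol orange, 573/405 nm absorbance ratio.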
# POLI inh – blocks human DNA polymerase iota activity | AID 588590 | Q9UNA4 | Potency, µM (titrated, usually from 115 µM), for inactives: at the highest dose activity, negative = inhibition, actives largely listed as inhibitors | 1% of 390,000 active | Pol iota fluorescent replication assay, 10 min; also: potency is read from the fitted curve at half-maximal effect
#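 Pol iota at 10 nM preincubated 15 min with compounds at room temperature; reaction started with fluorescent substrate, 50 nM final. Fluorescence read kinetically at 0 and 10 min; buffer-only wells as negative control.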
# ERG-DNA inh – ERG Ets/DNA interaction inhibition; 0.028% of 370,000 active; Potency, µM (series often up to 76.9 µM), inactives show top-dose FP activity, negative = inhibition, actives largely listed as inhibitors; fluorescence polarization, His-ERG Ets domain / labelled DNA; P11308; AID 624246; active = well fitted inhibition curve with a large enough effect in the polarisation, with a control signal flat; inconclusive = small, poorly fitted or top-dose-only effect, or effect the other way, or a change in a side signal; inactive = no such curve, though single readings can be large or run the other way; the % refers to the polarisation;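 also: polarization taken with two DNA probes labelled with fluorescein and Texas red; potency is read from the fitted curve at half-maximal effect; % of control where 0% means no effect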
#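 His-tagged ERG Ets domain (1 uM in the protein solution; 300mM KCl, 50mM Tris-HCl, 1mM EDTA, 1mM DTT, pH 7.5) received compound, then a probe mix of 5 nM fluorescein-DNA and 100nM Texas-615-DNA. Fluorescence polarization was read for both dyes.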
# APE1 inh – inhibitors of human APE1 endonuclease; Potency, µM (doses to about 65.8 µM), for inactives: at the highest dose activity change, negative = inhibition, actives largely listed as inhibitors; P27695; AID 2517; 0.35% of 350,000 active; recombinant APE1, TAMRA/BHQ-2 abasic DNA cleavage fluorescence;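 also: potency is read from the fitted curve at half-maximal effect; plate controls were vehicle for no effect and reference inhibitor for full effect; nearly all actives have a fitted effect of over 55% in size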
#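 Kinetic fluorescence read (525 ex/598 em nm, three reads 60 s apart) of AP-site incision; signal = third minus first read. Enzyme 0.75 nM, dual-labelled THF duplex 50 nM, compound preincubation 15 min RT.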
# Anesthetic bind – binds horse apoferritin like a general anesthetic | P02791 | apoferritin/1-aminoanthracene competitive binding, fluorescence | Potency, µM (doses to about 77.5 µM), for the others: at the highest dose activity change, negative = displacement, usual class: inhibitors | 0.074% of 350,000 active | AID 485281; also: potency is read from the fitted curve at half-maximal effect; % is scaled to controls: 0 for no effect and ±100 for the full control effect; nearly all actives have a fitted effect of over 20% in size
#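 Horse-spleen apoferritin (10 uM) in 50% saturated 1-aminoanthracene in PBS was incubated 10 min at room temperature with compound. Fluorescence (ex 380, em 535 nm) was normalized to free and bound 1-AMA, with concentration-response fitted by a four-parameter Hill equation.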
# TRHR agonist – agonists of human TRH receptor | AID 493084 | 0.18% of 360,000 active | activation, % at 2 µM | TRHR cells, calcium flux fluo-8, FDSS agonist mode; in the data active = activation above about 30%; also: 0% is about no effect
#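 Steps: seed TRHR cells overnight; add fluo-8 no-wash Ca dye, RT 30 min–1.5 h; record 10 s baseline; pin-transfer compounds; monitor fluorescence 1 cycle/s for the agonist window. Calcium increases flag candidate agonists.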
# Pol beta inh – blocks human DNA polymerase beta activity | Pol beta primer extension/strand displacement, fluorescence kinetic | 1.3% of 340,000 active | Potency, µM (highest dose often 114 µM), for the others: top-dose activity change, negative = inhibition, most hits filed as inhibitors; also: potency is read from the fitted curve at half-maximal effect; % is scaled to controls: 0 for no effect and ±100 for the full control effect
#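 Pol beta (10 nM) was preincubated with compound for 15 min at room temperature. The reaction was then started with 50 nM substrate and read immediately and after a further 10 min at room temperature.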
# Pol kappa inh – blocks human DNA polymerase kappa activity; Potency, µM (doses to about 107 µM), without a hit: at the top dose activity, negative = inhibition, hits mostly inhibitors; Q9UBT6; 0.53% of 400,000 active; purified Pol kappa, fluorescent DNA synthesis assay, 10 min; also: potency is read from the fitted curve at half-maximal effect; % is scaled to controls: 0 for no effect and ±100 for the full control effect
#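 10 nM Pol kappa was preincubated with compounds for 15 min at room temperature. Reaction started with 50 nM (final) substrate. Fluorescence read kinetically at 0 and 10 min.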
# BLM inh – blocks DNA unwinding by human BLM helicase | recombinant BLM DNA unwinding, fluorescence dequenching | Potency, µM (top dose mostly 56.1 µM), without a hit: at the highest dose activity change, negative = inhibition, most hits filed as inhibitors | 0.2% of 350,000 active | AID 2528;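 also: potency is read from the fitted curve at half-maximal effect; plate controls were vehicle for no effect and no enzyme for full effect; nearly all actives have a fitted effect of over 35% in size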
# Target sequence (P54132 whole entry, looked up): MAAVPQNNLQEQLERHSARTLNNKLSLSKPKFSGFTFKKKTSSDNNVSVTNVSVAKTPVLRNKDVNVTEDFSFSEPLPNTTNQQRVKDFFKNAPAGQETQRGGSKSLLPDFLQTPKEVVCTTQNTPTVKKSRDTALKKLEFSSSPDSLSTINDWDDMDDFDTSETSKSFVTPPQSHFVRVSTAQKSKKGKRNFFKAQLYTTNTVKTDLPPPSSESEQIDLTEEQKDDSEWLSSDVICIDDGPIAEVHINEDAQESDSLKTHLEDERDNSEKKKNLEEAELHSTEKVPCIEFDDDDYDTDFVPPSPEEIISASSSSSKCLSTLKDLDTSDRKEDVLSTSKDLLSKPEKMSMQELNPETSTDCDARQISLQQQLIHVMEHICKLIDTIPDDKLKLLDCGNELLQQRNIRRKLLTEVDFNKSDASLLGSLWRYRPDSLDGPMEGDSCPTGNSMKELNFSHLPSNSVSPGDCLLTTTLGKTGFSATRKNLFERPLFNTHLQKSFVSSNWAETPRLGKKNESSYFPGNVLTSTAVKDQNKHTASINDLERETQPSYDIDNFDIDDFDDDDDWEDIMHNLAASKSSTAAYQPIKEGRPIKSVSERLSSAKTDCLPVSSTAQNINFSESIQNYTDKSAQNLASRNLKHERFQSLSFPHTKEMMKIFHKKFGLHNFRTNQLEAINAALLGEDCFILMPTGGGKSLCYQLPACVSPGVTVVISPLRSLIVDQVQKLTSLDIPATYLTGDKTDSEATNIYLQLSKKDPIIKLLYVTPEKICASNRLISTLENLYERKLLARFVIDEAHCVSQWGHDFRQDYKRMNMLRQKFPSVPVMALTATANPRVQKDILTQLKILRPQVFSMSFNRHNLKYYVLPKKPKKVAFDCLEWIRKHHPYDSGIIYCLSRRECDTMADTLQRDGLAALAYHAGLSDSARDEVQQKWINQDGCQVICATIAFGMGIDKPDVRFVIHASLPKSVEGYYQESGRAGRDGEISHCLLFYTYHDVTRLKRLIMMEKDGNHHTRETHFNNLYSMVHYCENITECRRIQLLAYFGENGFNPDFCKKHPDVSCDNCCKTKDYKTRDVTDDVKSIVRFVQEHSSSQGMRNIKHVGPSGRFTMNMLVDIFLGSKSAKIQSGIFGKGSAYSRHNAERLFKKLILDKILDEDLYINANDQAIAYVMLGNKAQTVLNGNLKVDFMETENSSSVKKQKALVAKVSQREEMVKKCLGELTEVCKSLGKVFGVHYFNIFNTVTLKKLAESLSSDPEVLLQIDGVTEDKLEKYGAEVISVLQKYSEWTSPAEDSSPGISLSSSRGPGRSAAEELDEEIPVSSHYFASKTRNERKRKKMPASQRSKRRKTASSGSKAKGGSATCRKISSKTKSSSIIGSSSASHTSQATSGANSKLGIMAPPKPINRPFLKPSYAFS
# * marks the source's active call; other numbers are inactive results; ? = inconclusive; / = no result given; & = joins results of further samples; [ ] = another dose, or the depositor's remark. Unless noted, calls follow the shape of the dose curve; as a rule, active = well fitted curve in the direction sought with a large enough effect; inconclusive = small, poorly fitted or top-dose-only effect, or another doubt; inactive = no such curve, though single readings can be large; an effect the other way counts as inactive or inconclusive. Only part of the results is shown; count on the stated rates, not on these rows.
mol | Pol beta inh | TRHR agonist | Anesthetic bind | APE1 inh | Pol kappa inh | POLI inh | ALOX12 inh | ERG-DNA inh | BLM inh
CCOCCc1nnc(NC(=O)C(C)Oc2ccccc2)s1 (centres undefined) | 24% | 0.1 | -11% | 16% | 9% | 14% | 2% | 5% | -2%
CCOc1cc(CNCCN(C)C)c(Cl)cc1OCC(=O)NCCc1ccccc1 | 13% | 0.9 | -3% | 5% | -2% | 2% | ? | 1% | 5%
Cc1nnc(NCc2ccco2)s1 | 3% | 0.5 | -4% | 0% | -3% | 4% | 10% | 9% | -14%
Nc1ccccc1SCC(=O)Nc1ccc2c(c1)OCO2 | 21% | -1.3 | -14% | 9% | -4% | 10% | -29% | 3% | -3%
Cc1ccccc1C(=O)NCC(c1cccnc1)N1CCc2ccccc21 (centres undefined) | 6% | 0.3 | -10% | / | -4% | 4% | ? | 2% | -8%
O=C(CN1CCN(Cc2ccc(Cl)cc2)C1=O)NCCCN1CCN(c2ccc(F)cc2)CC1 | 6% | -0.7 | -15% | 1% | -15% | -5% | -20% | -2% | -1%
COCCN(CC(=O)Nc1cccc(S(=O)(=O)N2CCCC2)c1)Cc1nc2ccccc2c(=O)[nH]1 | / | 0.7 | / | -6% | -3% | 26% | 13% | 19% | /
Cc1ccc(C(=O)CSc2ncnc3sc4c(c23)CCC(C)C4)cc1 (centres undefined) | 27% | 0.2 | 11% | 23% | -20% | 28% | 0% | 15% | -12%
COc1cc(-c2nc3ccccc3nc2-c2ccc(O)c(OC)c2)ccc1O | ? | 0.0 | -18% | -11% | 5% | -28% | -30% | -4% | -1%
CCCC(c1nnnn1CCOC)N1CCN(c2nc3ccccc3s2)CC1 (centres undefined) | 40% | 0.0 | -12% | 10% | -4% | 13% | -13% | -2% | 0%
COC(=O)c1nn(Cc2ccccc2)c(=O)c2ccccc12 | 10% | 2.2 | -20% | 1% | -5% | 29% | -19% | 5% | -1%
CC(C)CNC(=O)NC(=O)COC(=O)c1cc(F)cc(F)c1 | 59% | -0.2 | -12% | 15% | -10% | 2% | 5%&1% | -9% | -2%
CC1CN(c2oc(COc3ccc(Cl)cc3Cl)nc2C#N)CC(C)O1 (centres undefined) | -25% | 0.7 | 6% | 4% | -6% | -11% | 0% | -1% | -6%
CCOC(=O)C(Cc1ccc(NC(=O)/C(=C\c2ccccc2)NC(=O)c2ccccc2)cc1)N1C(=O)c2ccccc2C1=O (centres undefined) | -23% | 0.8 | -3% | -6% | 1% | 13% | -21% | -4% | 0%
O=C(NC(=S)NC1CCC(O)CC1)c1ccco1 (centres undefined) | / | / | / | 15% | -10% | 18% | ? | -16% | /
COc1cc(C(=O)N(Cc2ccccc2)c2cccc(C)c2)ccc1OC(F)F | 9% | 0.4 | -7% | -23% | -10% | 23% | -13% | 13% | -12%
O=C(COc1ccc(C(=O)NCCN2CCOCC2)cc1)Nc1cccc(C(F)(F)F)c1 | / | 0.4 | / | -6% | -15% | 57%[activator] | -22% | -4% | /
CC(C)N(Cc1ccccc1)C(=O)COC(=O)c1ccc2c(c1)OCCO2 | ? | -0.2 | ? | 3% | -5% | 32%[activator] | 57%[activator] | 6% | -5%
Cc1ccccc1S(=O)(=O)Cc1ccc(C(=O)NCCCN2CCC(C)CC2)o1 | -1% | 0.3 | -13% | 17% | 5% | 26% | -11% | -3% | 3%
O=C(NCCCNC(=O)c1c(Cl)cccc1Cl)c1c(Cl)cccc1Cl | / | / | / | / | 0% | 12% | 302%[activator] | -2% | /
Brc1ccc(-c2csc3ncnc(-n4nnc5ccccc54)c23)cc1 | 2% | -0.2 | 1% | -2% | -15% | 7% | 0% | 0% | -12%
COc1ccc(-n2nc(C(=O)NCC(=O)NCC3COc4ccccc4O3)c3ccccc3c2=O)c(OC)c1 (centres undefined) | 8% | 0.4 | ? | 5% | 2% | 30%[activator] | -10% | -7% | -10%
CC(C)(C)/C(O)=C(/C#N)c1nc2ccccc2[nH]1 | -12% | 0.7 | -7% | -10% | -2% | ? | -12% | -4% | 3%
Cc1ccc(S(=O)(=O)N2CCN(C(=O)CC(C)C)CC2)cc1 | 0% | -0.4 | -6% | 6% | 11% | -3% | -11% | 4% | -10%
COc1cc(C(=S)N2CCOCC2)ccc1OS(=O)(=O)c1ccc(C)cc1 | 3% | 0.5 | ? | 5% | 8% | 17% | 0% | -14% | -9%
CCNC(=O)c1ccc(NC(=O)CC2SC(N3CCCC3)=NC2=O)cc1 (centres undefined) | / | 1.0 | / | 7% | -9% | 11% | -12% | 1% | /
Cc1ccc(S(=O)(=O)NCC(=O)OC2CCOC2=O)cc1 (centres undefined) | 55% | 0.7 | -7% | 12% | -4% | 7% | 0% | 1% | -6%
COc1ccc(-n2c(SCC(=O)Nc3ccc4c(c3)OCO4)nc3c([nH]c4ccccc43)c2=O)cc1 | 0% | -0.1 | -6% | / | -2%[60.1 µM] | 0% | -13% | 1% | -1%
NC(=O)Nc1cccc2ccccc12 | 2% | 0.3 | -9% | 2% | -3% | 211%[activator] | 1% | 7% | 5%
Cc1cc(C)n2cc(CSc3nc4cc(Cl)ccc4o3)nc2n1 | 1% | -1.2 | -6% | -1% | 2% | 11% | 3% | 2% | 2%
O=S(=O)(/N=C(/Nc1cccnc1)c1ccccc1)c1ccc(F)cc1F | / | / | / | -9% | 0% | 0% | -1% | / | /
CCOc1ccc(-c2nc(-c3ccccc3)no2)cc1OCC | 22% | -0.6 | -8% | 0% | -3% | 4% | 18%[57.4 µM] | -5% | -3%
Cn1c(SCC(=O)N2CCCCC2)nc2c([nH]c3ccccc32)c1=O | 9% | -0.4 | -7% | 4% | 4% | -10% | 30%[57.4 µM] | -18% | -4%
Cc1cccc(N/N=C/c2ccncc2)c1 | 10% | -1.9 | -14% | 18% | -7% | 111%[activator] | 45µM* | 11% | -4%
CC(C)(C)N1C(=O)c2ccc(C(=O)Nc3cc(C(=O)O)cc(C(=O)O)c3)cc2C1=O | 1% | 0.4 | -8% | 61%[activator] | -3% | -3% | 17% | 2% | -5%
CC(C)NC(=O)[C@H]1N2C(=O)c3ccccc3C2SC1(C)C (some centres undefined) | -1% | 0.1 | 3% | -2% | 3% | 138%[activator] | -11% | -3% | -2%
COc1ccccc1CNC(=O)COC(=O)c1ccccc1-c1ccccc1 | / | 0.5 | / | -37% | ? | ? | -15% | -3% | /
CCN(CC(=O)Nc1cc(Cl)ccc1C)C(=O)CC1CCCC1 | / | / | / | -11% | -5% | 46%[activator] | 86%[activator] | 4% | /
COc1ccc2c(C)cc(=O)oc2c1 | / | / | -5% | 2% | -12% | -13% | 30%[activator] | 1% | -10%
COc1ccc(CNC(=O)COC(=O)/C=C/c2cccc(Cl)c2)cc1 | / | / | / | 25% | -5% | -5% | -23% | -1% | /
c1ccc2[nH]c(NCCCN3CCOCC3)nc2c1 | 2% | 0.7 | -7% | -5% | -2% | 0% | -10% | -1% | 2%
CCc1ccc(CN(C)C(=O)C2CCC(=O)N(Cc3cccc(OC)c3)C2)nc1 (centres undefined) | 20% | -0.1 | 0% | 0% | -6% | -14% | 13% | -3% | -4%
COc1ccccc1OCc1ccc(C(=O)NCC2CCCO2)o1 (centres undefined) | 1% | 0.0 | -19% | -2% | 5% | 9% | -4% | 5% | 1%
CCn1c2ccccc2c2cc(NC(=O)COc3ccc(OC)cc3)ccc21 | -11% | / | 140%[activator] | ? | -4% | 4% | 5% | -1% | -5%
FC(F)Oc1ccc(-n2cc(-c3ccc(Cl)cc3)[n+]3c2CCCCC3)cc1 | 2% | -0.4 | 2% | -4% | 0% | 172%[activator] | 6% | -4% | -3%
CCCCN1CC[C@H]2C=CC[C@@H](C(=O)N3CCN(c4ccccc4)CC3)[C@H]2C1=O | / | / | / | / | -1%&-5% | -21%&25% | 2% | 14% | /
Cc1ccc(Sc2ccccc2CN(C)C)c(N)c1 | / | / | -4% | 1% | 8%[60.1 µM] | / | / | / | -8%
Cc1n[nH]c(=O)nc1N1CCN(c2ccccc2)CC1 | 26% | 0.9 | -3% | 16% | -33% | 10% | 16% | -4% | -3%
Cc1nc2c(Br)cc(Br)cc2cc1O | -20% | 0.3 | -6% | 3% | -19% | 5% | 0% | -5% | -3%
Oc1ccc2ccccc2c1C=Nc1cc(C(F)(F)F)ccc1N1CCCC1 | 21% | -0.6 | -24% | 0% | 0% | ? | ? | 0% | -5%

# Next part:
mol | Pol beta inh | TRHR agonist | Anesthetic bind | APE1 inh | Pol kappa inh | POLI inh | ALOX12 inh | ERG-DNA inh | BLM inh
Cc1ccc(-c2[nH]ncc2/C=N/n2c(C)nc3ccccc3c2=O)cc1 | 8% | 3.7 | -3% | 12% | -22% | ? | 0% | 4% | -16%
Cc1ccc(NC(=O)C(C)SCc2nc3sc(C)c(C)c3c(=O)[nH]2)nc1 (centres undefined) | / | 2.7 | / | 48% | -6% | ? | -28% | 12% | /
CCOc1ccc(NC(=O)c2ccc(NS(=O)(=O)c3cccs3)cc2)cc1 | 0% | -0.9 | -6% | 85%[activator] | -18% | 30% | 0% | 1% | -1%
Nn1c(C2COc3ccccc3O2)n[nH]c1=S (centres undefined) | -18% | 0.3 | -10% | 0% | 7% | ? | ? | 11% | -4%
N#Cc1ccc(NC(=O)Nc2ccc(Oc3ccc(NC(=O)Nc4ccc(C#N)cc4)cc3)cc2)cc1 | ? | 0.4 | 1% | 53%[activator] | 0% | -2% | ? | 5% | -5%
Cc1ccc(-c2csc3ncn(CC(=O)NCC(c4ccco4)N4CCCC4)c(=O)c23)cc1 (centres undefined) | / | -0.6 | / | 3% | -14% | -3% | -15% | -3% | /
CN(CCc1ccccn1)C(=O)c1cc(COc2ccc(F)cc2F)on1 | 0% | -0.7 | -15% | 40%[activator] | -6% | 9% | ? | -1% | -3%
